GLD-1 TGE inh: GLD-1-TGE RNA interaction inhibition (C. elegans); 0.44% of 320,000 active; Q17339; inhibition, % at 5.96 µM; AID 2280; purified GLD-1 + fluorescein TGE RNA, fluorescence polarization;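 active means percent inhibition above a per-plate cutoff, the plate mean of test compounds plus 3 SD, cut at about 30% in these data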;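 further: 0% = DMSO wells with GLD-1 and probe and 100% = wells lacking GLD-1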
TPT1 inhibitor: blocks Candida albicans tRNA 2'-phosphotransferase. recombinant caTPT1, FP RNA substrate dephosphorylation. inhibition, % at 5 µM. 0.81% of 300,000 active;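 active means inhibition above the mean of all tested compounds plus 3 SD, set per screening campaign, cut at about 24% in these data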;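 further: plate controls were DMSO alone for no effect and ferristatin control at 100 nM for full effect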
PAD4 FP inh: PAD4 (human) enzyme inhibition | Q9UM07 | recombinant PAD4, RCA probe fluorescence polarization | inhibition, % at 6.36 µM | 0.41% of 330,000 active | AID 485272;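 active means percent inhibition above a cutoff equal to the mean of all tested compounds plus 3 SD, cut at about 15% in these data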;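 further: 0% = PAD4 with RCA probe and DMSO and 100% = probe without PAD4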
MEX-5 binding: C. elegans MEX-5 TCR-2 RNA binding activity | Q9XUB2 | activity score (negative = inhibition of binding), % at 10 µM | 0.38% of 300,000 active | AID 1832 | MEX-5/FITC-TCR2 RNA binding, fluorescence polarization; active compounds read low;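 active means inhibition past about -25% in most replicates, and total fluorescence under double the plate's negative control median, limit read from the data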;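 further: 0% = DMSO and -100% = 5 µM competing unlabeled TCR2 RNA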
Target sequence (Q9XUB2 whole entry, looked up): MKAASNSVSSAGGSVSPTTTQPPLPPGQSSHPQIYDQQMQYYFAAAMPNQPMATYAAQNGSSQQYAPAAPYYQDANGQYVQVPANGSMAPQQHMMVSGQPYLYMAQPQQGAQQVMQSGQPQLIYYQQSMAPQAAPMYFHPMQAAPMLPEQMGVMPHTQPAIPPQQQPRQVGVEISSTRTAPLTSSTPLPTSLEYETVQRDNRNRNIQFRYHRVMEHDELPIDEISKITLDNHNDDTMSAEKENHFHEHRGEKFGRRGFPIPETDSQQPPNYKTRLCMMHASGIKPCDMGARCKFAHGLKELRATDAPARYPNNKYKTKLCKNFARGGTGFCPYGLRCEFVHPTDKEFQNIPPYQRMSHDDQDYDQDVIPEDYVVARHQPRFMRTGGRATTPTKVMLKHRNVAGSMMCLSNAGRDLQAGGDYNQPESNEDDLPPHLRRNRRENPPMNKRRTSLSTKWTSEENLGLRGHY
GSTO1 counter: blocks human GSTO1 in RBBP9 counter-screen; P78417; 1.1% of 300,000 active; recombinant GSTO1, activity-based probe fluorescence polarization; inhibition, % at 5.96 µM;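 active means inhibition above the campaign mean inhibition plus 3 SD, cut at about 35% in these data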;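 further: 0% = GSTO1-1 with DMSO and 100% = wells lacking GSTO1-1 enzyme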
PME-1 inh: PME-1 (human) inhibition; Q9Y570; recombinant PME-1, FP-Rh probe fluorescence polarization; inhibition, % at 5.9 µM; 0.53% of 320,000 active;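 active means inhibition above the campaign mean of all compounds plus 3 SD, cut at about 26% in these data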;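 further: competitive labeling of PME-1 active site by serine hydrolase directed probe; 0% = PME-1 with DMSO and 100% = wells lacking PME-1 enzyme; inhibitors block probe labeling so polarization falls and inhibition rises; many of its hits are not listed in these tables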
Target sequence (Q9Y570 whole entry, looked up): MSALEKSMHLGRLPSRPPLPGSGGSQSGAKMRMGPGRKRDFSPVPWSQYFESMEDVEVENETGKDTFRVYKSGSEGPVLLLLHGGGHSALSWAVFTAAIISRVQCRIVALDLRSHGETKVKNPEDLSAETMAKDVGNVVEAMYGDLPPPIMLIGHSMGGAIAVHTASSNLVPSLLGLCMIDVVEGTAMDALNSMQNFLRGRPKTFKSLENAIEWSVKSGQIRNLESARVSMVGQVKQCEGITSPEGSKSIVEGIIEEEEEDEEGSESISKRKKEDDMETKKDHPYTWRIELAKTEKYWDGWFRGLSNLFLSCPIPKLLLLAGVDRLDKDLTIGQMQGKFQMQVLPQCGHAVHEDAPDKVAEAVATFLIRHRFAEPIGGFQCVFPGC
Bcl-xL primary: Bcl-xL (human) inhibition | AID 2129 | 0.7% of 320,000 active | GST-Bcl-xL / FITC-Bim BH3 peptide fluorescence polarization | Q07817 | inhibition, % at 10.9 µM;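 active means inhibition above the mean of all tested compounds plus 3 SD, cutoff set per campaign, cut at about 30% in these data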;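 further: 0% = DMSO wells and 100% = unlabeled Bim-BH3 peptide competitor; inhibitors lower millipolarization by displacing the labeled peptide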
MCL1-BIM inh: disrupts human MCL1 binding to BIM-BH3 peptide; Q07820; GST-MCL1 / FITC-Bim-BH3 fluorescence polarization; inhibition, % at 10.9 µM; 0.68% of 320,000 active;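 active means inhibition above the mean inhibition of all tested compounds plus 3 SD, set per campaign, cut at about 40% in these data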;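 further: 0% = DMSO wells and 100% = unlabeled Bim-BH3 peptide control; higher means more loss of mP so more displacement of Bim peptide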
Fam108B counter: blocks mouse Fam108B hydrolase in RBBP9 counter-screen | inhibition, % at 9.51 µM | AID 1947 | 0.33% of 300,000 active | recombinant Fam108B, FP-Rh probe fluorescence polarization;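 active means inhibition above the screen mean inhibition plus 3 SD, computed separately per campaign, cut at about 18% in these data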;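 further: inhibitors lower polarization as less probe binds the enzyme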
* hit, by the source's call; x = not tested or not shown. A portion of the library; rates above refer to the full screens.

SMILES | GLD-1 TGE inh | TPT1 inhibitor | PAD4 FP inh | MEX-5 binding | GSTO1 counter | PME-1 inh | Bcl-xL primary | MCL1-BIM inh | Fam108B counter
CC(C)CCn1cnc2c(oc3nc4c(cc32)CCCC4)c1=O | 3 | -2 | -3 | -1.6 | -13 | -2 | -2 | 2 | 4
COc1cc(CNCc2cc(OC)ccc2OC)cc(OC)c1 | -4 | 1 | 3 | -3.0 | 2 | -2 | 1 | 0 | 1
CN1CCCN(C(=O)c2ccc(Cl)s2)CC1 | -5 | 2 | -1 | -1.9 | 4 | 2 | 7 | 4 | -1
COc1ccc2c(c1OC)C(=O)N(c1ccccc1)C2=O | -3 | -5 | -3 | -2.0 | 0 | 3 | 0 | 7 | 2
O=c1c(-c2nc3ccccc3s2)cccn1Cc1ccc(Cl)c(Cl)c1 | -6 | -1 | -1 | 0.9 | 0 | -10 | 2 | -1 | -19
CCOCCCNCC(O)c1ccccc1 (configuration not stated) | 6 | -1 | 2 | -4.3 | -5 | -4 | 3 | -1 | 3
COc1ccc(-c2csc(/C(C#N)=C(\O)CSc3nccn3C)n2)cc1OC | -18 | 6 | -10 | -4.4 | 10 | -4 | -9 | -26 | 6
CCOc1ccccc1C(=O)Nc1cnn(Cc2ccc(F)cc2)c1 | 3 | 0 | 2 | -0.4 | -1 | 4 | -4 | -10 | 7
COc1nc(NC(C)(C)C)nc(Oc2ccc(=O)n(-c3ccccc3)n2)n1 | 11 | -1 | 3 | -0.9 | 2 | -1 | 2 | 1 | 4
C=CCNC(=O)COC(=O)c1cc(S(=O)(=O)N2CCOCC2)ccc1N1CCCCC1 | 2 | -6 | 2 | -0.2 | -1 | 1 | 6 | 1 | 1
Cc1ccccc1C(=O)OC(C)CN1CCOCC1 (configuration not stated) | 0 | 2 | -1 | -0.1 | 7 | 1 | 7 | 9 | -1
COc1ccc(-c2cc(C(=O)N3CC(C)CC(C)C3)c3ccccc3n2)cc1 (configuration not stated) | 7 | -1 | 3 | -2.8 | 14 | -10 | 1 | -5 | -1
COC(C(=O)NNC(=O)Cc1ccc(Cl)cc1)c1ccccc1 (configuration not stated) | 5 | -3 | 5 | 2.1 | 13 | 2 | 1 | 5 | 2
COc1cc(C(C(=O)NC(C)(C)C)N(Cc2ccccc2)C(=O)c2cnccn2)cc(OC)c1OC (configuration not stated) | 6 | -3 | -2 | -0.9 | 5 | 0 | 1 | -4 | -2
CCC(=O)NNC(=O)c1cc(COc2cc(Cl)cc(Cl)c2)on1 | -3 | -3 | 3 | 0.0 | 0 | 7 | 4 | 5 | 2
CN1C(=O)NC(c2ccccc2)C2=C1CN(Cc1ccccc1)C2=O (configuration not stated) | -9 | -8 | -14 | -2.0 | -9 | -9 | -14 | -17 | -10
Cc1ccc(S(=O)(=O)Nc2ccccc2/C=N/c2nc3ccccc3n2C)cc1 | 6 | -2 | -7 | x | -5 | 5 | 5 | -1 | -1
CC(=O)/C(=N\Nc1ccccc1)Sc1cccc2cccnc12 | 1 | -3 | 1 | -0.8 | 1 | 4 | 4 | 6 | -9
Cc1nc(SCCOc2ccccc2)[nH]c(=O)c1Cc1ccccc1 | -3 | -5 | -2 | -0.2 | -8 | 1 | 0 | -4 | 0
Cn1c(NC(=O)c2ccco2)cc(=O)n(C)c1=O | 4 | -2 | 5 | -1.3 | 5 | 1 | 2 | -4 | -2
CCOc1cc(C(=O)O)cc(Cl)c1OCC#N | 4 | -2 | 0 | -1.8 | 5 | 0 | 6 | 15 | 1
CN(C)S(=O)(=O)c1cccc(NC(=S)NN=C(Cc2ccccc2)Cc2ccccc2)c1 | 4 | -1 | -6 | 3.4 | -2 | 2 | -1 | -7 | 4
CCC(C)NC(=O)C(Cc1ccccc1)NS(=O)(=O)c1ccc2c(c1)CCC(=O)N2 (configuration not stated) | 3 | -3 | -1 | 0.5 | 5 | -1 | 4 | 10 | 0
Cc1noc(NC(=O)c2cccc(C(F)(F)F)c2)c1Cl | -2 | 0 | -6 | -2.4 | -1 | -2 | -1 | -4 | -4
O=C(c1ccccc1F)N1CCCC(C(=O)N2CCN(c3ccccc3)CC2)C1 (configuration not stated) | 0 | -1 | -2 | 2.5 | -9 | 10 | -2 | 5 | 1

Copied from the list:
O=C(c1ccccc1F)N1CCCC(C(=O)N2CCN(c3ccccc3)CC2)C1 (configuration not stated) – Bcl-xL primary: -2
COc1ccc(-c2cc(C(=O)N3CC(C)CC(C)C3)c3ccccc3n2)cc1 (configuration not stated) – TPT1 inhibitor: -1
Cc1nc(SCCOc2ccccc2)[nH]c(=O)c1Cc1ccccc1 – MCL1-BIM inh: -4
Cc1ccc(S(=O)(=O)Nc2ccccc2/C=N/c2nc3ccccc3n2C)cc1 – GSTO1 counter: -5
CCOc1ccccc1C(=O)Nc1cnn(Cc2ccc(F)cc2)c1 – TPT1 inhibitor: 0

Carrying on.
SMILES | GLD-1 TGE inh | TPT1 inhibitor | PAD4 FP inh | MEX-5 binding | GSTO1 counter | PME-1 inh | Bcl-xL primary | MCL1-BIM inh | Fam108B counter
Nc1nc(Cl)cc(NCCc2ccccc2)n1 | 3 | -1 | 1 | -3.1 | 3 | 2 | 3 | 9 | 4
Nc1ccccc1-n1c(=O)n(Cc2ccccc2F)c(=O)c2[nH]cnc21 | -5 | -2 | -5 | 0.5 | -4 | -4 | 3 | 3 | -6
CCN(CC)C(=O)c1[nH]cnc1C(=O)NC1CCN(C(=O)OC(C)(C)C)CC1 | -7 | x | -6 | x | x | -2 | -2 | 0 | x
O=C(Cn1ccc([N+](=O)[O-])n1)N1CCCCCC1 | 3 | 0 | -1 | -1.3 | -2 | -4 | 0 | 2 | 8
CCOC(=O)C1(C(F)(F)F)N=C(C(F)(F)F)Nc2ccc(F)cc21 (configuration not stated) | 2 | 1 | -7 | 1.2 | 0 | 4 | -8 | -3 | -1
CC(C)CN1C(=O)c2ccc(C(=O)Nc3ccccn3)cc2C1=O | 0 | 0 | -1 | 0.4 | -2 | -1 | -2 | -1 | 0
O=C(/C=C/c1cccc([N+](=O)[O-])c1)NCCN1CCOCC1 | 7 | 0 | -4 | -0.4 | 5 | 4 | 1 | 10 | 2
Cc1ccc(OCC(=O)Nc2ccc(S(=O)(=O)N3CCOCC3)cc2)c([N+](=O)[O-])n1 | 1 | 0 | 0 | 1.3 | 6 | 2 | 2 | 0 | -1
CCC1=C(OC(=O)N(CC)CC)N2C(=O)OC(=NCC3CC3)[C@]2(C)[C@H]2C1=CC[C@H]1C(=O)N(CC)C(=O)[C@H]12 | 5 | 4 | -1 | -3.1 | 4 | 2 | -3 | -12 | 0
COc1cc(C(=O)OCCCOC(=O)c2cc(OC)c(OC)c(OC)c2)cc(OC)c1OC | 2 | 2 | -2 | 2.3 | 5 | -1 | -6 | -17 | 2
CC(=O)N/N=C(\C)c1cccc(NC(=O)c2cccs2)c1 | -2 | 1 | -3 | -2.4 | 0 | -8 | -1 | 1 | -6
CCS(=O)(=O)N1CCN(c2cc3c(cc2[N+](=O)[O-])n(C)c(=O)n3C)CC1 | -2 | -4 | 1 | -1.1 | -2 | -4 | 5 | -7 | 2
COc1cc2c3c(c1OC)C1(C=CC(=O)C=C1)CC3N(C(C)=O)CC2 (configuration not stated) | -1 | -2 | 1 | 0.6 | 3 | -2 | 1 | -1 | -4
O=C(O)/C=C/c1cn(Cc2ccccc2)nc1-c1cccs1 | 3 | -2 | -6 | -5.3 | 3 | -10 | 3 | 1 | -3
Cc1ccc(-c2nc(C(=O)NCCCN3CCOCC3)cc3c2[nH]c2ccccc23)cc1 | 0 | 6 | -7 | 3.8 | -28 | -9 | 0 | -1 | -10
O=[N+]([O-])c1ccc(-c2cnc(SCc3ccccc3Cl)[nH]2)cc1 | -3 | 8 | 5 | 0.6 | -2 | 10 | -9 | -17 | -1
CCCCn1c(O)c(N=NC(=O)Cn2c(C(F)(F)F)nc3ccccc32)c2ccccc21 | 4 | 0 | 4 | -2.5 | 0 | -4 | 1 | 5 | -3
COC(=O)c1sc(N)nc1C(C)(C)C | -2 | 0 | -3 | -1.4 | 4 | 1 | 0 | -9 | -1
CCOc1cc(C(=O)OCC(=O)Nc2ccc(SC(F)F)cc2)cc(OCC)c1OCC | 9 | 0 | -4 | 2.4 | -14 | -51 | -2 | -1 | -33
CC1=CN2C(=NC(=O)CC2(C)C(=O)N(CC(=O)NC2CCCC2)Cc2ccc(Cl)cc2)C=C1 (configuration not stated) | 3 | -5 | 1 | 2.7 | 4 | 2 | 2 | 0 | 3
CCOC(=O)c1nnn(-c2nonc2N)c1CN(CC)CC | 2 | 6 | 1 | -1.1 | 7 | 4 | -2 | -4 | 1
NCCN1CCN(CC(=O)N2c3ccccc3C(=O)Nc3cccnc32)CC1 | -5 | -3 | -5 | -0.2 | 3 | 2 | 7 | -2 | 0
COc1cc(/C=N/Nc2cccc(C)c2)ccc1OC(=O)c1cccs1 | 4 | 3 | 0 | x | 4 | 0 | 11 | 4 | -1
CC1CCCCC12NC(=O)N(CC(=O)NCCc1ccc(F)cc1)C2=O (configuration not stated) | 2 | x | 0 | x | x | 9 | -11 | -14 | x
COc1ccc(OC)c(S(=O)(=O)NNC(=S)Nc2ccc3c(c2)OCO3)c1 | 1 | 0 | -6 | -0.2 | 5 | 1 | 6 | 5 | -3
Cc1ccc(Cn2ncc3c(N4CCN(CC#N)CC4)ncnc32)cc1 | -4 | 3 | -4 | 0.1 | -9 | -2 | 5 | -2 | 2
COc1cc(OC)cc(C(=O)NC2CCN(C(=O)N3c4ccccc4Sc4ccccc43)CC2)c1 | 1 | -1 | 1 | 3.1 | -8 | -7 | -1 | 0 | -7
CCOC(=O)c1ccccc1NC(=O)CSc1nc2ccccc2c(=O)[nH]1 | 2 | -1 | 3 | 2.0 | -5 | 3 | 7 | 4 | -3
O=C(/C=C/c1ccc(O)cc1)c1ccccc1 | -11 | 4 | -2 | -0.2 | -1 | 0 | 1 | -2 | -7

Three successive compounds from above:
SMILES | GLD-1 TGE inh | TPT1 inhibitor | PAD4 FP inh | MEX-5 binding | GSTO1 counter | PME-1 inh | Bcl-xL primary | MCL1-BIM inh | Fam108B counter
CC(C)CCn1cnc2c(oc3nc4c(cc32)CCCC4)c1=O | 3 | -2 | -3 | -1.6 | -13 | -2 | -2 | 2 | 4
COc1cc(CNCc2cc(OC)ccc2OC)cc(OC)c1 | -4 | 1 | 3 | -3.0 | 2 | -2 | 1 | 0 | 1
CN1CCCN(C(=O)c2ccc(Cl)s2)CC1 | -5 | 2 | -1 | -1.9 | 4 | 2 | 7 | 4 | -1

Whole records, looked up by structure. Order of values: GLD-1 TGE inh | TPT1 inhibitor | PAD4 FP inh | MEX-5 binding | GSTO1 counter | PME-1 inh | Bcl-xL primary | MCL1-BIM inh | Fam108B counter
COC(=O)c1sc(N)nc1C(C)(C)C is listed as -2 | 0 | -3 | -1.4 | 4 | 1 | 0 | -9 | -1
COc1cc(C(=O)OCCCOC(=O)c2cc(OC)c(OC)c(OC)c2)cc(OC)c1OC is listed as 2 | 2 | -2 | 2.3 | 5 | -1 | -6 | -17 | 2
